HIV peptide binding = cell-free HIV fusion peptide-binding blockers – biochemical, uHTS, fluorescence dequenching, primary screen (AID 1986); cell-free peptide binding, fluorescence dequenching, 30 min; higher % means a stronger effect; one-dose inhibition, % at 20 µM; IC50 in µM for titrated hits; 0.3% of 290,000 active; in the data active = inhibition mostly above about 52%, no sharp cut-off; inactive = mostly below about 76%; also: some results filed as inactive read as strong as hits
GPR35 arrestin U2OS = GPR35 antagonists blocking zaprinast-driven arrestin recruitment, primary screen, imaging, U2OS, beta-arrestin-GFP, zaprinast agonist (AID 2058) | U2OS GPR35 beta-arrestin-GFP translocation imaging, zaprinast antagonism; higher % means a stronger effect | one-dose inhibition, % at 10 µM; IC50 in µM for titrated hits | 0.052% of 290,000 active;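 active = inhibition of at least 50% with at least 30 cells and total cytoplasm GFP at most 10,000,000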
AID2073 = inhibitors of Mint1-CaV2.2 protein interaction, biochemical, HTRF (AID 2073); HTRF protein-protein interaction, Mint1-CaV2.2; higher % means a stronger effect; one-dose inhibition, % at 20 µM; IC50 in µM for titrated hits; 0.19% of 290,000 active; in the data active = inhibition mostly above about 51%, no sharp cut-off; also: some results filed as inactive read as strong as hits
UTI89 phage lysis = inhibition of K1F phage lysis, E. coli UTI89, bacterial capsule biogenesis inhibitors, alamar blue (AID 488966); E. coli UTI89 K1F phage lysis, alamar blue, 2 h; higher % means a stronger effect; inhibition, % at 100 µM, or IC50 in µM where a hit was titrated; 0.02% of 340,000 active;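 active = phage lysis inhibition, versus mean bacterial control, above a set limit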;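 also: capsule biogenesis inhibitors block K1F phage lysis so surviving cells raise fluorescence; higher fluorescence means more inhibition of phage lysis; actives were called in the ten point dose series up to 300 µM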
NS5 inhibitors = Dengue-2 NS5 methyltransferase inhibitors, primary screen, biochemical, confirmation dose response (AID 588689). Dengue-2 NS5 methyltransferase capping enzyme assay, biochemical; higher % means a stronger effect. inhibition, % at 25 µM; hits with a dose series show IC50 in µM. 0.3% of 340,000 active; in the data active = a potency from the dose series
NTR1 agonist = NTR1-driven beta-arrestin-GFP spot formation – imaging, U2OS cells, high content, primary screen (AID 493036); 0.17% of 330,000 active; agonist mode; activation, % at 20 µM;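 active = activation at or above 40% of the spot to cytoplasm intensity ratio, with at least 20 cells analyzed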;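 also: 0% = DMSO without peptide and 100% = 100 nM NTR1 peptide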
Target sequence (P30989 whole entry, looked up): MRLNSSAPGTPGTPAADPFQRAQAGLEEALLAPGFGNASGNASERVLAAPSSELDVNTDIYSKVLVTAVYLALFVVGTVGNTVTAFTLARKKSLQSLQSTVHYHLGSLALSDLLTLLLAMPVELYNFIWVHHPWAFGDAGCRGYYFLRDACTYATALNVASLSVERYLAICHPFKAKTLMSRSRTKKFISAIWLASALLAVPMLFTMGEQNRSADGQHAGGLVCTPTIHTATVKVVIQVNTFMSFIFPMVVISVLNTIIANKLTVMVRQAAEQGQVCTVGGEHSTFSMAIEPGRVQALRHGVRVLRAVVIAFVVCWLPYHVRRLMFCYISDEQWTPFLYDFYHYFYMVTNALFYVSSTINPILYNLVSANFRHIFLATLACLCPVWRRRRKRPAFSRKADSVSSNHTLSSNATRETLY
SIAH1 antagonists = blockers of Siah-1 interaction with plectin peptide – biochemical, fluorescence polarization, rhodamine-plectin, uHTS, primary screen (AID 1817); 0.02% of 290,000 active; displacement, % at 20 µM, or IC50 in µM where a hit was titrated; Siah-1 / rhodamine-plectin peptide fluorescence polarization; higher % means a stronger effect;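 active = displacement of at least 50% at 20 µM, with a fluorescence ratio check between 0.3 and a set limit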;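 also: plate controls were Siah plus tracer with DMSO for no effect and tracer alone without Siah for full effect; strong numbers were not always called active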
GPR55 antagonists = GPR55 antagonists blocking LPI-driven arrestin recruitment, primary screen, imaging, U2OS, beta-arrestin-GFP, LPI agonist (AID 2013). U2OS GPR55 beta-arrestin-GFP translocation imaging, LPI antagonism; higher % means a stronger effect. inhibition, % at 10 µM; hits with a dose series show IC50 in µM. 0.13% of 290,000 active;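 active = spots per cell inhibited over 60%, with over 100 cells counted and total cytoplasm intensity under 500,000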;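 also: U2OS cells stably carrying GPR55 and arrestin-GFP stimulated by 5 µM LPI near EC80; imaged beta-arrestin-GFP aggregate spots per cell after agonist stimulation; plate controls were LPI-stimulated DMSO wells for no effect and DMSO wells without LPI for full effect; some results filed as inactive read as strong as hits; confirmed hits need IC50 under 10 µM and bright autofluorescent wells are also inconclusive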
GPR55 beta-arrestin = selective activators of receptor GPR55 – imaging, U2OS cells, beta-arrestin-GFP redistribution, primary screen (AID 1961); U2OS GPR55 beta-arrestin-GFP redistribution imaging; higher % means a stronger effect; activation, % at 10 µM, or EC50 in µM where a hit was titrated; 0.048% of 290,000 active;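 active = activation above 40% with more than 50 cells counted in the well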;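 also: U2OS osteosarcoma cells stably expressing GPR55 and beta-arrestin-GFP; plate controls were DMSO negative control for no effect and LPI positive control for full effect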
NTR1 agonist cell count 20 µM = second read-out of NTR1 agonist, no call of its own (marks repeat the call); cell count; measured here: cell count, cytotoxicity flag
NS5 inhibitors pilot replicate = also measured in NS5 inhibitors; calls as there; inhibition, %; measured here: pilot screen replicate inhibition
Numbers without * were called inactive; / = not tested or not shown; [ ] = another dose, or the depositor's remark. Compounds were not picked by outcome; overall some 1.2% were active at least once.

SMILES	HIV peptide binding	GPR35 arrestin U2OS	AID2073	UTI89 phage lysis	NS5 inhibitors	NTR1 agonist	NTR1 agonist cell count 20 µM	SIAH1 antagonists	GPR55 antagonists	GPR55 beta-arrestin	others
COc1ccc(OCc2cc(C(=O)NC(C)c3csc(C)n3)no2)c(Cl)c1 (stereo unspecified)	0.8%	8%	6%	1.0%	5%	-1.1	65	4%	18%	-0.2%
Cc1nn(C)cc1/C=N/n1nnnc1N	-1.5%	-6%	-2%	1.6%	-2%	-1.8	73	-2%	-9%	-0.2%
C[C@H](NC(=O)N1CCC(Cc2ccccc2)CC1)C(=O)O	0.3%	6%	-8%	0.3%	-5%	-1.9	107	-2%	3%	-0.2%
Cc1nn(Cc2cccc(F)c2)c(C)c1NC(=O)c1c(Cl)cnn1C	1.6%	-9%	-4%	-1.3%	-10%	2.1	42	8%	10%	-0.2%
COC(=O)CSc1nnc(-c2cccnc2)n1C	-0.2%	0%	-4%	-1.6%	0%	0.2	46	-2%	7%	-0.6%
S=C(Nc1ccc(Cl)cc1Cl)N1CCN(c2ccccn2)CC1	2.0%	1%	-33%	0.7%	-10%	2.3	71	3%	5%	1.0%
COc1ccc(NCc2n[nH]nc2-c2ccccc2)cc1Cl	-1.2%	3%	-6%	-2.4%	7%	-1.1	93	1%	3%	-0.1%
COc1cc(C(=O)NCC(=O)OCCN2C(=O)c3ccccc3C2=O)cc(OC)c1OC	1.0%	3%	2%	-0.2%	3%	0.9	53	9%	1%	-0.3%
Nc1nc(-c2ccc(Br)cc2)cs1	0.4%	16%	-14%	-1.4%	0%	3.2	49	7%	-2%	-0.1%
CC(C)CNC(=O)COC(=O)c1cc(S(=O)(=O)N2CCCCC2)ccc1N1CCOCC1	-0.2%	2%	2%	0.7%	-5%	2.5	38	-1%	-8%	-0.5%
Clc1ccc(CNc2nnnn2-c2ccccc2)c(Cl)c1	1.2%	2%	-1%	-0.1%	-8%	-1.5	49	1%	-2%	0.5%
CCC1SC2=NC(C)=C(C(=O)OC)C(c3ccc(C)cc3)N2C1=O (stereo unspecified)	-3.9%	12%	-4%	0.1%	-1%	-1.0	38	4%	13%	0.1%
Cc1c(NC(=O)C23CC4CC(CC(C)(C4)C2)C3)c(=O)n(-c2ccccc2)n1C	2.5%	-8%	-8%	0.1%	-5%	0.9	70	0%	12%	0.2%
COCCCNc1nc2cc(OC)c(OC)cc2c2nc(-c3ccccc3)nn12	2.3%	4%	5%	0.1%	-5%	5.6	40	-4%	2%	0.3%
COc1ccc(Cl)cc1S(=O)(=O)N1CCCC1=O	-1.9%	1%	2%	0.0%	-4%	-2.1	21	4%	11%	0.2%
S=c1[nH]nc(C(c2ccccc2)C2CCCCC2)o1 (stereo unspecified)	3.9%	-8%	-23%	0.1%	0%	0.9	65	13%	-1%	0.3%
O=P(CCCCCCCCCP(=O)(c1ccccc1)c1ccccc1)(c1ccccc1)c1ccccc1	-2.5%	-4%	7%	-0.4%	-11%	28	81	1%	2%	-0.1%
CCC(C(=O)NC1CCCC1)N(C(=O)Cn1nnc(-c2ccc(C)o2)n1)c1ccc(OC)c(OC)c1 (stereo unspecified)	-1.2%	-13%	5%	-0.4%	-11%	2.6	46	-2%	1%	-0.2%
Cc1cccc(OC(=O)C2C(c3ccccc3)C(C(=O)O)C2c2ccccc2)c1 (stereo unspecified)	-1.0%	-3%	12%	-0.4%	3%	1.5	75	-4%	-13%	-0.2%	NS5 inhibitors pilot replicate=-6.4
O=[N+]([O-])c1cc(/C=N/N2CCN(c3ccccc3)CC2)ccc1Cl	1.1%	-11%	-11%	0.0%	3%	6.9	64	12%	0%	0.1%
COc1ccccc1N(C)S(=O)(=O)c1ccc(Cl)c(C(=O)NNC(=O)c2ccccc2O)c1	16%	9%	2%	0.0%	6%	1.6	45	-10%	6%	0.0%
N#Cc1cc([N+](=O)[O-])ccc1Oc1ccc(-c2nnco2)cc1	-1.6%	11%	2%	0.3%	-1%	-1.3	49	4%	7%	0.5%
NC(=O)C(C(=O)/C=C/c1ccc(Cl)cc1)=C1SCCS1	-0.4%	-2%	12%	-0.1%	-13%	0.0	61	8%	11%	0.0%
COC(=O)C1CCC(=S)N1C(=O)c1ccccc1 (stereo unspecified)	2.6%	-7%	-15%	1.8%	/	-0.1	63	2%	-11%	-0.2%
NNC(=O)c1ccc(NS(=O)(=O)c2ccc(Br)cc2)cc1	-0.7%	-6%	18%	-2.4%[50 µM]	/	-0.1	72	3%	13%	-0.3%
CCCCn1c(=O)n(CC(=O)Nc2ccc(OC)c(Cl)c2)c(=O)c2c1nc(CO)n2CCC	-3.2%	-2%	9%	1.1%	-5%	-0.1	45	-1%	13%	0.2%
CC1(C)CC2(CC(c3ccccc3)c3ccc(O)cc3O2)NC(=S)N1 (stereo unspecified)	-1.0%	3%	-5%	1.1%	-7%	2.8	73	-2%	-7%	-0.1%
C=CCn1c(SCC(=O)NCCc2ccccc2)nc2c([nH]c3ccccc32)c1=O	-0.2%	-1%	21%	0.0%	3%	0.7	54	-3%	16%	0.0%
COC(=O)c1ccc(N(C(=O)c2ccco2)C(C(=O)NC2CCCC2)c2ccco2)cc1 (stereo unspecified)	2.2%	-11%	-8%	-0.4%	13%	1.9	66	-1%	-3%	0.1%
Clc1ccc(C2=C3CCCCn4c(-c5ccccc5)c[n+](c43)C2)cc1	-4.5%	-14%	1%	3.1%	-8%	2.3	74	2%	4%	0.9%
COCc1[nH][nH]c(=O)c1C=Nc1ccc(F)cc1F	2.6%	6%	-3%	-0.9%	5%	-2.2	56	0%	11%	-0.1%
CC(=O)C1=C(O)C(=O)N(CCCCCC(=O)O)C1c1ccc(N(C)C)cc1 (stereo unspecified)	3.3%	1%	20%	-0.3%	10%	-0.2	47	4%	-14%	0.3%
CCC1CCC(C(=O)NC(CCSC)C(=O)NCCN(CC(C)C)CC(C)C)CC1 (stereo unspecified)	2.3%	-6%	-15%	-0.3%	-7%	0.7	69	-2%	12%	-0.3%
O=C(Nc1ccccc1C(=O)NC1CCCCC1)c1ccco1	4.6%	1%	2%	0.4%	-2%	0.1	33	6%	5%	0.1%
CCOc1ccccc1C(=O)Nc1cccc2ccccc12	1.1%	-1%	11%	0.3%	4%	3.1	55	13%	-6%	-0.2%
CC(c1ccccc1)n1c(N2CCNCC2)nc2c1c(=O)[nH]c(=O)n2C (stereo unspecified)	-1.3%	1%	4%	-0.3%	-4%	0.4	66	-3%	-2%	-0.2%
COc1cc(OC)cc(C(=O)N[C@H](C(=O)OCC(=O)Nc2ccc(C)cc2C)C(C)C)c1	-0.7%	24%	1%	0.2%	-1%	2.0	71	-2%	6%	0.0%
O=C(c1ccc(Cl)cc1)N1CCCC(C(=O)N2CCN(c3ccccc3)CC2)C1 (stereo unspecified)	-1.0%	4%	20%	/	/	0.6	48	-3%	-3%	-0.1%
COc1ccc(-c2cc(C(=O)Nc3ccc(C)c(N)c3)c3ccccc3n2)cc1	-0.5%	-4%	10%	0.5%	-7%	0.7	54	-2%	-13%	-0.1%
Cc1ccccc1S(=O)(=O)Nc1cccnc1	2.5%	-4%	-7%	1.9%	-3%	-2.7	74	-1%	4%	0.0%
O=C(C1=C[C@H](c2ccccc2)C[C@H](OCc2ccc(CO)cc2)O1)N1CCN(Cc2ccc3c(c2)OCO3)CC1	0.6%	-18%	0%	1.5%	-8%	-1.6	107	-4%	4%	-0.2%
CC(C)c1ccc(CNCc2ccccc2)cc1	-1.0%	-5%	1%	0.2%	-6%	-0.7	46	-4%	-4%	0.8%
Cc1c(Cl)cccc1NC(=O)Cc1cccs1	0.7%	3%	-7%	0.1%	-10%	0.0	23	3%	-1%	-0.2%
COC(=O)c1sccc1NC(=O)C1CC(C)=C(C)CC1C(=O)O (stereo unspecified)	0.2%	3%	14%	0.6%	-8%	0.2	63	0%	6%	-0.2%
S=c1[nH]nc2n1CCCN2	0.4%	4%	-14%	0.7%	-9%	0.4	70	4%	14%	0.3%
COCCn1c(SCC(=O)Nc2ncc(Cl)c(C)c2Cl)nc2ccccc21	-1.0%	7%	-4%	0.1%	-2%	0.0	83	4%	-2%	-0.2%
CCc1c(C)sc(NC(=O)c2ccc(Br)o2)c1C(=O)OC	1.0%	2%	14%	-0.1%	2%	8.1	86	-1%	-3%	-0.2%
COc1cccc(NC(=O)CCC(=O)Nc2cccc(OC)c2)c1	-0.1%	-17%	-3%	4.9%	5%	-1.2	40	-4%	-2%	-0.1%
CCc1ccc[n+](-c2[nH]c(=O)sc2/C=N/N=C(\N)[O-])c1	-0.7%	17%	-7%	-0.3%	1%	0.0	55	-7%	-11%	0.2%
CC(C)(C)c1cc(OC(=O)C2CCCC2)ccc1O	0.6%	5%	1%	-0.6%	-3%	2.2	57	-5%	2%	-0.2%

Continuation.
SMILES	HIV peptide binding	GPR35 arrestin U2OS	AID2073	UTI89 phage lysis	NS5 inhibitors	NTR1 agonist	NTR1 agonist cell count 20 µM	SIAH1 antagonists	GPR55 antagonists	GPR55 beta-arrestin	others
O=C(c1cc(-c2ccccc2O)on1)N1CCOCC1	0.4%	3%	8%	1.0%	-8%	1.2	55	9%	9%	0.0%
NC(=O)COC(=O)c1cc(=O)[nH]c2ccc(S(=O)(=O)Nc3ccc(F)cc3)cc12	0.4%	-8%	-2%	-0.1%	-8%	0.5	38	3%	-9%	-0.2%
O=C(Cn1nnc(-c2ccccc2Cl)n1)N/N=C/c1ccc(-c2cccc(Cl)c2)o1	3.7%	-4%	8%	0.6%[50 µM]	0%	2.4	66	9%	14%	-0.3%
CNC(=O)N(O)C1N(c2ccccc2)C(=S)SC1(C)C (stereo unspecified)	-0.8%	-4%	-4%	1.0%[50 µM]	-8%	0.6	62	8%	8%	0.1%

Reprinted at random: five records from the list
SMILES	HIV peptide binding	GPR35 arrestin U2OS	AID2073	UTI89 phage lysis	NS5 inhibitors	NTR1 agonist	NTR1 agonist cell count 20 µM	SIAH1 antagonists	GPR55 antagonists	GPR55 beta-arrestin	others
CC(C)c1ccc(CNCc2ccccc2)cc1	-1.0%	-5%	1%	0.2%	-6%	-0.7	46	-4%	-4%	0.8%
COCCn1c(SCC(=O)Nc2ncc(Cl)c(C)c2Cl)nc2ccccc21	-1.0%	7%	-4%	0.1%	-2%	0.0	83	4%	-2%	-0.2%
Cc1ccccc1S(=O)(=O)Nc1cccnc1	2.5%	-4%	-7%	1.9%	-3%	-2.7	74	-1%	4%	0.0%
COc1ccc(-c2cc(C(=O)Nc3ccc(C)c(N)c3)c3ccccc3n2)cc1	-0.5%	-4%	10%	0.5%	-7%	0.7	54	-2%	-13%	-0.1%
C[C@H](NC(=O)N1CCC(Cc2ccccc2)CC1)C(=O)O	0.3%	6%	-8%	0.3%	-5%	-1.9	107	-2%	3%	-0.2%
